Pol beta inh: inhibitors of human DNA polymerase beta; P06746; Pol beta primer extension/strand displacement, fluorescence kinetic; Potency, µM (top dose mostly 114 µM), for inactives: top-dose activity change, negative = inhibition, actives largely listed as inhibitors; 340,000 tested, 1.3% active; AID 485314; also: potency is read from the fitted curve at half-maximal effect; % is scaled to controls: 0 for no effect and ±100 for the full control effect
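Pol beta (10 nM) was preincubated with compound for 15 min at room temperature. The reaction was then started with 50 nM substrate and read immediately and after a further 10 min at room temperature.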
ERG-DNA inh: ERG Ets/DNA interaction inhibition. fluorescence polarization, His-ERG Ets domain / labelled DNA. Potency, µM (series often up to 76.9 µM), for the others: at the top dose FP activity, negative = inhibition, usual class: inhibitors. 370,000 tested, 0.028% active; active = well fitted inhibition curve with a large enough effect in the polarisation, with a control signal flat; inconclusive = small, poorly fitted or top-dose-only effect, or effect the other way, or a change in a side signal; inactive = no such curve, though single readings can be large or run the other way; the % refers to the polarisation;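 also: polarization taken with two DNA probes labelled with fluorescein and Texas red; potency is read from the fitted curve at half-maximal effect; % of control where 0% means no effect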
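His-tagged ERG Ets domain (1 uM in the protein solution; 300mM KCl, 50mM Tris-HCl, 1mM EDTA, 1mM DTT, pH 7.5) received compound, then a probe mix of 5 nM fluorescein-DNA and 100nM Texas-615-DNA. Fluorescence polarization was read for both dyes.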
APEX1 inh: inhibitors of human APE1 endonuclease | 350,000 tested, 0.35% active | recombinant APE1, TAMRA/BHQ-2 abasic DNA cleavage fluorescence | AID 2517 | Potency, µM (titrated, usually from 65.8 µM), inactives show at the top dose activity change, negative = inhibition, most hits filed as inhibitors | P27695;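 also: potency is read from the fitted curve at half-maximal effect; plate controls were vehicle for no effect and reference inhibitor for full effect; nearly all actives have a fitted effect of over 55% in size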
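Activity was derived from the fluorescence gain between first and third kinetic reads (60 s intervals, ex 525/em 598 nm) after 50 nM THF-abasic TAMRA/BHQ-2 duplex was added to 0.75 nM APE1 preincubated 15 min with compound.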
POLK inh: DNA polymerase kappa (human) inhibition; purified Pol kappa, fluorescent DNA synthesis assay, 10 min; Potency, µM (titrated, usually from 107 µM), for inactives: top-dose activity, negative = inhibition, actives largely listed as inhibitors; AID 588579; 400,000 tested, 0.53% active; also: potency is read from the fitted curve at half-maximal effect; % is scaled to controls: 0 for no effect and ±100 for the full control effect
Target sequence (Q9UBT6 whole entry, looked up): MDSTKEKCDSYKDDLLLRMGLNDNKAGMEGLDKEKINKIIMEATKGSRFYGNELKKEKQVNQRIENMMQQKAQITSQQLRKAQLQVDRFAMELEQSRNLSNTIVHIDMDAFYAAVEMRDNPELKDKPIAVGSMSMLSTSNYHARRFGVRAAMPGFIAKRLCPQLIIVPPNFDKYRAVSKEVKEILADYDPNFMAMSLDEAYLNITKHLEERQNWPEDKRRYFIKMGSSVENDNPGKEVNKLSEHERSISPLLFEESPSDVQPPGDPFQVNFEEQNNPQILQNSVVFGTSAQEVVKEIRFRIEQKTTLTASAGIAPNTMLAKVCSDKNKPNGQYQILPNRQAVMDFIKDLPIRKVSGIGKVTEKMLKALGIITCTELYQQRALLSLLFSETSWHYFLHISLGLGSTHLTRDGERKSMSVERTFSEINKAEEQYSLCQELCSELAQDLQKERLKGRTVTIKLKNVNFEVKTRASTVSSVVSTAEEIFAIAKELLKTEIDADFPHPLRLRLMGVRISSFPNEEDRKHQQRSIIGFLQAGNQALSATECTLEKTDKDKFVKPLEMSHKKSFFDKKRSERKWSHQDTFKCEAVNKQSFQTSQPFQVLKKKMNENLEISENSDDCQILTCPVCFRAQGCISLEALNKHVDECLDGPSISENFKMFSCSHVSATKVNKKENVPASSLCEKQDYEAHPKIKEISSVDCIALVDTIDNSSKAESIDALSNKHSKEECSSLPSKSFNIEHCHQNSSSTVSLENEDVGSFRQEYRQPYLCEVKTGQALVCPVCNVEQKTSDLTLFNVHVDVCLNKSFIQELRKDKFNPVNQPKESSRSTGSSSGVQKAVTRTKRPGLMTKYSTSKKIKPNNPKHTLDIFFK
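10 nM Pol kappa preincubated 15 min at room temperature with compounds, then reaction started with substrate at 50 nM final. Fluorescence read kinetically at 0 and 10 min; buffer-only wells served as negative control.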
Apoferritin bind: candidate novel general anesthetic via apoferritin binding; AID 485281; P02791; Potency, µM (top dose mostly 77.5 µM), for the others: at the highest dose activity change, negative = displacement, actives largely listed as inhibitors; apoferritin/1-aminoanthracene competitive binding, fluorescence; 350,000 tested, 0.074% active; also: potency is read from the fitted curve at half-maximal effect; % is scaled to controls: 0 for no effect and ±100 for the full control effect; nearly all actives have a fitted effect of over 20% in size
Target sequence (P02791 2-175 limits assumed): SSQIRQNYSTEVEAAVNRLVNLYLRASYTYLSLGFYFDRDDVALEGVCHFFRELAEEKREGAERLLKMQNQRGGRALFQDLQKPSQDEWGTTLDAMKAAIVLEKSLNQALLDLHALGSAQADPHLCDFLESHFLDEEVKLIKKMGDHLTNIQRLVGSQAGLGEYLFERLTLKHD
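10 uM apoferritin + 50% sat. 1-AMA, PBS; cpd 10 min RT; Ex380/Em535 endpoint; normalized to free probe vs complex; 4-param Hill fit; propofol titration as pos. ctrl.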
BLM inh: blocks DNA unwinding by human BLM helicase; 350,000 tested, 0.2% active; recombinant BLM DNA unwinding, fluorescence dequenching; P54132; Potency, µM (top dose mostly 56.1 µM), for the others: at the highest dose activity change, negative = inhibition, hits mostly inhibitors;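 also: potency is read from the fitted curve at half-maximal effect; plate controls were vehicle for no effect and no enzyme for full effect; nearly all actives have a fitted effect of over 35% in size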
POLI inh: inhibitors of human DNA polymerase iota; Q9UNA4; Pol iota fluorescent replication assay, 10 min; Potency, µM (titrated, usually from 115 µM), without a hit: at the top dose activity, negative = inhibition, usual class: inhibitors; 390,000 tested, 1% active; also: potency is read from the fitted curve at half-maximal effect
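Pol iota at 10 nM preincubated 15 min with compounds at room temperature; reaction started with fluorescent substrate, 50 nM final. Fluorescence read kinetically at 0 and 10 min; buffer-only wells as negative control.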
12-LOX inh: blocks human arachidonate 12S-lipoxygenase. Potency, µM (top dose mostly 108 µM), inactives show at the top dose activity change, negative = inhibition, hits mostly inhibitors. 580,000 tested, 1.1% active. purified 12hLO, xylenol orange hydroperoxide absorbance. P18054; also: potency is read from the fitted curve at half-maximal effect; % is scaled to controls: 0 for no effect and ±100 for the full control effect
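Purified human 12hLO at 150 nM in 25 mM Hepes, 0.01% Triton X-100, pH 7.0, preincubated 15 min at room temperature with compound. Reaction started with 40 uM arachidonic acid, 30 min at room temperature. Hydroperoxide measured by Fe-xylenol orange, 573/405 nm absorbance ratio.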
TRHR ag: activates the human TRH receptor; activation, % at 2 µM; 360,000 tested, 0.18% active; AID 493084; TRHR cells, calcium flux fluo-8, FDSS agonist mode; in the data active = activation above about 30%; also: 0% is about no effect
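Steps: seed TRHR cells overnight; add fluo-8 no-wash Ca dye, RT 30 min–1.5 h; record 10 s baseline; pin-transfer compounds; monitor fluorescence 1 cycle/s for the agonist window. Calcium increases flag candidate agonists.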
An asterisk follows results filed as active; ? = inconclusive; . = not tested or not shown; [ ] = another dose, or the depositor's remark. Unless noted, calls follow the shape of the dose curve; as a rule, active = well fitted curve in the direction sought with a large enough effect; inconclusive = small, poorly fitted or top-dose-only effect, or another doubt; inactive = no such curve, though single readings can be large; an effect the other way counts as inactive or inconclusive. Not all compounds are listed; rates above refer to the full screens.

1. NNC(=O)c1ccc(COCC(F)(F)F)cc1
2. C=CCNC(=O)CN(CCc1ccccc1)S(=O)(=O)c1ccccc1
3. COc1ccc(Cl)cc1NC(=O)CCC(=O)N1CCOc2ccccc21
4. Cn1c(SCc2c(F)cccc2Cl)nc2ccccc2c1=O
5. O=C(c1ccco1)N(Cc1ccccc1)Cc1ccccn1
6. Cc1c(-c2ccc(/C=N/NC(=O)C(=O)Nc3ccccc3F)o2)cccc1[N+](=O)[O-]
7. COc1cccc(OCC(=O)NC2CC(=O)N(c3ccc4c(c3)OCCO4)C2)c1 (centres undefined)
8. Cc1c(-c2csc(N)n2)cnn1C
Screen / compound no.	1	2	3	4	5	6	7	8
Pol beta inh	4%	5%	?	.	-11%	-3%	-4%	14%
ERG-DNA inh	-6%	9%	3%	3%	-15%	14%	10%	-4%
APEX1 inh	0%	-1%	.	-12%	7%	1%	.	-3%
POLK inh	-10%	-8%	-3%	-5%	-8%	-1%	-4%[60.1 µM]	-10%
Apoferritin bind	7%	-9%	0%	.	-10%	-4%	3%	-6%
BLM inh	-3%	-1%	1%	.	4%	0%	0%	-5%
POLI inh	141%[activator]	51%[activator]	-3%	3%	-2%	4%	11%	78%[activator]
12-LOX inh	-1%	10%	1%	256%[activator]	-21%	175%[activator]	-5%	?
TRHR ag	0.2	-0.8	-0.7	0.1	0.1	1.3	0.1	1.0

9. CC(=O)NCC1CCCN(Cc2cn(-c3ccccc3)nc2-c2ccc3c(c2)OCO3)C1 (centres undefined)
10. COc1ccc(NC(=O)C2CCN(S(=O)(=O)c3c(C)noc3/C=C/c3cccs3)CC2)cc1
11. O=C1CCCc2[nH]c3cccc(/C(=C/c4ccccc4)c4ccccc4)c3c21
12. O=C(CSc1nnc(COc2ccc(Cl)cc2)o1)N1CCOCC1
13. O=C(NO)c1ccc(OC(F)F)cc1
14. COc1cc(OC)c(C2N(c3cc(C)on3)C(=O)C3CCCN32)cc1OC (centres undefined)
15. COc1ccc(-c2nc3cnc(N4CCNCC4)nc3n(Cc3cccs3)c2=O)cc1
16. C=CC[C@@H](CC(=O)N[C@H](CO)Cc1ccccc1)C(=O)NC[C@H](OC(=O)[C@@H](CC=C)Cc1ccc(F)cc1)c1ccccc1
Screen / compound no.	9	10	11	12	13	14	15	16
Pol beta inh	14%	2%	-12%	10%	9%	7%	.	.
ERG-DNA inh	-10%	2%	0%	8%	.	-10%	.	24%
APEX1 inh	0%	.	16%	12%	-4%	-3%	-6%	10%
POLK inh	-4%	0%	-3%	8%	0%	-11%	?	-9%
Apoferritin bind	-3%	-14%	-5%	-17%	-11%	-7%	.	.
BLM inh	1%	-2%	-11%	1%	2%	2%	-28%	.
POLI inh	144%[activator]	6%	?	52%[activator]	13%	0%	.	-2%
12-LOX inh	2%	0%	-9%	4%	-55%	?	?	-3%
TRHR ag	0.5	0.7	-0.2	0.2	-0.7	-0.3	.	.

17. CCCc1ccc(C(=O)CN2C(=O)C(=O)N(C3CCCC3)C2=O)cc1
18. Cc1ccc2occ(/C=N/NC(=O)c3ccncc3)c(=O)c2c1
19. CCCCNC(=O)c1cc2c(-c3ccc(Cl)cc3)nn(C)c2s1
20. CCOc1ccc(N2C(=O)CC(NCCc3c[nH]c4ccccc34)C2=O)cc1 (centres undefined)
21. CC(=O)Nc1c(-c2ccccc2Cl)c(=O)c2ccccc2n1C
22. Cc1ccc(NC(=O)c2ccc(-n3cncn3)c([N+](=O)[O-])c2)cc1
23. NC(=O)c1ccsc1NC(=O)COC(=O)Cc1ccccc1Cl
24. Cc1ccc(CNC(=O)N2CCN(C)CC2)cc1
Screen / compound no.	17	18	19	20	21	22	23	24
Pol beta inh	.	8%	1%	25%	17%	?	.	3%
ERG-DNA inh	-5%	2%	-8%	-5%	-4%	-4%	-6%	10%
APEX1 inh	-13%	4%	?	2%	35%	9%	0%	2%
POLK inh	-12%	4%	9%	-8%	6%	-6%	-22%	-2%
Apoferritin bind	.	-20%	-2%	-13%	-11%	0%	.	4%
BLM inh	.	-2%	-2%	-9%	-3%	-5%	.	4%
POLI inh	7%	58%[activator]	-2%	?	9%	-6%	10%	11%
12-LOX inh	-1%	-5%	1%	-10%	6%	0%	22%	4%
TRHR ag	1.4	0.1	0.4	2.0	1.6	0.2	0.7	-0.9

25. COc1ccc(NC(=O)CSc2nc(N)cc(=O)[nH]2)cc1S(=O)(=O)N1CCCCC1
26. S=c1[nH]nc(-c2cc(-c3ccccc3)n[nH]2)n1/N=C/C(Br)=C/c1ccccc1
27. Cc1ccc(C(=O)C(C)OC(=O)CNC(=O)c2ccc(Br)o2)cc1 (centres undefined)
28. CCOC(=O)CN1C(C(=O)c2ccccc2)=C(OC(=O)c2ccccc2)c2ccccc2S1(=O)=O
29. Cc1ccc(S(=O)(=O)N/N=C/c2cccs2)cc1
30. Cc1onc(-c2ccccc2)c1C(=O)N1CCN(Cc2ccccc2)CC1
31. Cc1ccc(OCC(=O)OC2CCS(=O)(=O)C2)cc1 (centres undefined)
32. CCCCC(=O)NNC(=O)CC(=O)Nc1ccccc1C(=O)O
Screen / compound no.	25	26	27	28	29	30	31	32
Pol beta inh	.	13µM*	.	9%	22%	28%	40%	6%
ERG-DNA inh	-4%	1%	-5%	12%	-4%	-3%	8%	-5%
APEX1 inh	-5%	3%	8%	.	-1%	15%	1%	-1%
POLK inh	-12%	-32%	-4%	0%	-3%[60.1 µM]	-3%	-13%	-5%
Apoferritin bind	.	-5%	.	-19%	-13%	-5%	-9%	9%
BLM inh	.	-20%	.	-7%	2%	-2%	2%	-1%
POLI inh	103%[activator]	22µM*	27%	4%	-4%	17%	-2%	7%
12-LOX inh	-12%	?	13%	-11%	-15%	?	-14%	2%
TRHR ag	0.6	-0.5	-1.7	1.2	-0.8	-0.1	1.8	0.2

Record cards, from the list above:
Results for COc1ccc(NC(=O)CSc2nc(N)cc(=O)[nH]2)cc1S(=O)(=O)N1CCCCC1 = Pol beta inh = .; ERG-DNA inh = -4%; APEX1 inh = -5%; POLK inh = -12%; Apoferritin bind = .; BLM inh = .; POLI inh = 103%[activator]; 12-LOX inh = -12%; TRHR ag = 0.6
Results for Cc1onc(-c2ccccc2)c1C(=O)N1CCN(Cc2ccccc2)CC1 = Pol beta inh = 28%; ERG-DNA inh = -3%; APEX1 inh = 15%; POLK inh = -3%; Apoferritin bind = -5%; BLM inh = -2%; POLI inh = 17%; 12-LOX inh = ?; TRHR ag = -0.1

(next part)
33. O=C(CCl)c1ccc2c(c1)CCN2C(=O)C1CCCCC1
34. CCN(CC)S(=O)(=O)c1ccc2c(c1)c(C(=O)O)cn2C
35. O=C(CCn1cccn1)Nc1ccc2c(c1)OCO2
36. COc1ccccc1N1CCN(c2csc3ccc(Cl)cc3c2=O)CC1
37. CCc1ccc(CNC(=O)C2COc3ccc(OC)cc3C2)cc1 (centres undefined)
38. COc1ccccc1CNC(=O)CCc1c(C)nn(-c2ccc(N3CCOCC3)nn2)c1C
39. CCC(=O)Nc1nc(C)cc(SCC(=O)OC)n1
40. COCCOC1CCN(C(=O)C2CCC(=O)N(Cc3cccc(F)c3)C2)CC1 (centres undefined)
Screen / compound no.	33	34	35	36	37	38	39	40
Pol beta inh	-22%	2%	32%	-2%	-3%	2%	0%	12%
ERG-DNA inh	-5%	-4%	-9%	-2%	1%	2%	1%	-6%
APEX1 inh	-6%	-3%	85%[activator]	.	.	.	1%	-6%
POLK inh	-8%	2%	-6%	-18%[60.1 µM]	-13%[60.1 µM]	-26%	4%	-14%
Apoferritin bind	-15%	-6%	-4%	32%[activator]	11%	-18%	-9%	-1%
BLM inh	-3%	0%	-4%	-6%	0%	1%	0%	2%
POLI inh	?	-6%	68%[activator]	-4%	-1%	-3%	-2%	5%
12-LOX inh	-25%	-1%	-1%	-31%	-6%	-21%	21%	10%
TRHR ag	2.7	-0.2	0.2	1.3	-1.1	-0.1	-0.2	0.6

41. CCCCC(=O)Nc1ccc(C(=O)NCc2ccncc2)cc1
42. CC1(C)CC(=O)c2sc(NS(=O)(=O)c3cc(Cl)ccc3Cl)nc2C1
43. O=C(OCC(=O)C12CC3CC(CC(C3)C1)C2)c1cccnc1
44. C=CCc1ccccc1OCC(O)CN1CCN(CCN2C(=O)c3cccc4cccc(c34)C2=O)CC1 (centres undefined)
45. COc1ccc(C(=O)Nc2ccc(N3CCN(C(=O)C(C)C)CC3)cc2)cc1[N+](=O)[O-]
46. COc1cc(C2/C(=C(\O)c3ccc4c(c3)CC(C)O4)C(=O)C(=O)N2CCN2CCOCC2)cc(OC)c1OC (centres undefined)
47. Cc1ccc(Cn2ccc(NC(=O)c3noc4c3CCCCC4)n2)cc1
48. COC(=O)C1=C(C)N(Cc2ccco2)C(=O)N[C@@H]1c1ccco1
Screen / compound no.	41	42	43	44	45	46	47	48
Pol beta inh	38%	9%	-8%	6%	1%	2%	-14%	.
ERG-DNA inh	2%	2%	3%	-5%	-3%	13%	0%	7%
APEX1 inh	7%	11%	?	3%	4%	21%	-8%	-3%[12.4 µM]
POLK inh	-7%	5%	0%	-5%	-7%	-6%	-12%	-2%
Apoferritin bind	-6%	-5%	?	?	-1%	-5%	?	.
BLM inh	-2%	-1%	0%	87%[activator]	0%	-1%	-6%	-2%[12.4 µM]
POLI inh	3%	102%[activator]	95%[activator]	?	-7%	-1%	6%	20%
12-LOX inh	0%	-22%	1%	?	-24%	?	9%	-30%
TRHR ag	0.5	-0.4	0.1	-0.8	-0.4	0.8	0.2	.
